TTR transcr act – activators of transthyretin transcription. SH-SY5Y TTR promoter Gaussia luciferase, luminescence; 100% = recombinant luciferase protein wells. activation, % at 16.7 µM. hit rate 1.3% among 92,000;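 active = activation above the mean of all tested compounds plus 3 SD, cut at about 9.5% in these data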;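 note: cells exposed to compounds for one day before reading; 0% = median of all test compound wells on the plate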
Active calls of the source: *. This is a subset, so the mix of outcomes need not match the whole.

SMILES,TTR transcr act
CC(C)c1ccc(S(=O)(=O)N2CCN(C(=O)c3cccc(S(=O)(=O)N4CCOCC4)c3)CC2)cc1,-2.3
CCN(c1ccccc1)S(=O)(=O)c1ccc(Cl)c(NC(=O)COC(=O)c2ccc[nH]c2=O)c1,2.9
Cc1cc([N+](=O)[O-])cc2ncccc12,-0.7
CCOc1ccc(-n2c(SCC(=O)Nc3cc(C)on3)nnc2-c2c[nH]c3ccccc23)cc1,-1.6
CCN1Cc2ccccc2-c2ccccc2S1(=O)=O,2.8
COc1ccccc1Oc1ccc2c(c1)C(=O)N(c1ccc(O)cc1)C2=O,-1.3
CC(C)(C)OC(=O)NCCc1ccccc1/C=C/S(=O)(=O)NCc1ccc(F)cc1,-1.4
COCc1cc(C)nc(SCC(=O)N2CCC(C)CC2)c1C#N,-0.4
COc1ccccc1NC(=O)CSc1nnc(-c2ccccn2)n1Cc1ccco1,-2.6
COc1ccc(-c2csc(NC(=O)CS(=O)(=O)c3ccc(F)cc3)n2)cc1OC,-4.8

A different layout for 4 compounds above:
Structure: COc1ccc(-c2csc(NC(=O)CS(=O)(=O)c3ccc(F)cc3)n2)cc1OC
  TTR transcr act: -4.8

Structure: CC(C)(C)OC(=O)NCCc1ccccc1/C=C/S(=O)(=O)NCc1ccc(F)cc1
  TTR transcr act: -1.4

Structure: CCN1Cc2ccccc2-c2ccccc2S1(=O)=O
  TTR transcr act: 2.8

Structure: CCOc1ccc(-n2c(SCC(=O)Nc3cc(C)on3)nnc2-c2c[nH]c3ccccc23)cc1
  TTR transcr act: -1.6

Going on with the list.
SMILES,TTR transcr act
CCSc1ccc([C@@H]2[C@H]3C(=O)N(C)C(=O)[C@H]3[C@]3(C(=O)OC)CCCCN23)cc1OC,-0.4
O=C(CC1C(=O)N(c2ccccc2)C(=S)N1c1ccccc1)c1ccc(Br)cc1 (stereo not drawn),5.2
O=C(COC(=O)c1cc2c(s1)CCCC2)NCc1ccccc1Cl,2.5
Cc1cc(C)c(-c2nc3ccccc3s2)[nH]1,-0.8
COc1cccc(/C=N/NC(=O)C(C)Sc2ccccc2)c1 (stereo not drawn),-0.7
COc1ccc(CCNC(=O)CSc2ncn[nH]2)cc1,-1.3
CCc1ccccc1NC(=O)Cn1nc(C(F)(F)F)c2c1CCC2,-1.4
CN(C)C(=S)c1ccc2ccccc2n1,1.3
COc1cc(C)c(Cl)cc1S(=O)(=O)n1cnc(C)c1,-0.3
Cc1ccc(NC(=O)CSc2nc(=O)cc(N)n2CCc2ccccc2)cc1,2.6

Next records follow.
SMILES,TTR transcr act
Cc1cc(NC(=O)CCCn2cnc([N+](=O)[O-])n2)no1,3.0
COc1cc(/C=C(\NC(C)=O)C(=O)N2CCCCC2)ccc1OC(C)=O,-0.5
COc1cccc(/C=C/C(=O)OCC(=O)NCC2CCCO2)c1 (stereo not drawn),2.6
O=C(Cc1ccccc1)N/N=C/c1ccc2cccc(O)c2n1,0.5
COCCCN(C(=O)Cc1ccc(Cl)c(Cl)c1)c1c(N)n(Cc2ccccc2)c(=O)[nH]c1=O,1.2
COc1ccc(-c2nnc3ccc(SCc4ccccc4)nn23)cc1,0.3
Cc1nc(-c2ccc(Cl)cc2)sc1C(=O)NNC(=O)C(C)C,3.0
CSc1ccc(C2NC(=O)c3ccccc3N2)cc1 (stereo not drawn),-1.9
COc1ccc(C2C(C(=O)N3CCOCC3)=C(C)NC3=C2C(=O)CC(C)(C)C3)cc1O (stereo not drawn),3.2
COc1ccc(/C=C/C(=O)OCC(=O)Nc2ccc(C)cc2)cc1S(=O)(=O)N1CCOCC1,0.1

In the list so far, these contain a halogen.
SMILES,TTR transcr act
CCN(c1ccccc1)S(=O)(=O)c1ccc(Cl)c(NC(=O)COC(=O)c2ccc[nH]c2=O)c1,2.9
CC(C)(C)OC(=O)NCCc1ccccc1/C=C/S(=O)(=O)NCc1ccc(F)cc1,-1.4
COc1ccc(-c2csc(NC(=O)CS(=O)(=O)c3ccc(F)cc3)n2)cc1OC,-4.8
O=C(CC1C(=O)N(c2ccccc2)C(=S)N1c1ccccc1)c1ccc(Br)cc1 (stereo not drawn),5.2
O=C(COC(=O)c1cc2c(s1)CCCC2)NCc1ccccc1Cl,2.5
CCc1ccccc1NC(=O)Cn1nc(C(F)(F)F)c2c1CCC2,-1.4
COc1cc(C)c(Cl)cc1S(=O)(=O)n1cnc(C)c1,-0.3
COCCCN(C(=O)Cc1ccc(Cl)c(Cl)c1)c1c(N)n(Cc2ccccc2)c(=O)[nH]c1=O,1.2
Cc1nc(-c2ccc(Cl)cc2)sc1C(=O)NNC(=O)C(C)C,3.0

Additional entries.
SMILES,TTR transcr act
Cc1sc2ncnc(N3CCC(C(=O)Oc4cccc(Cl)c4Cl)CC3)c2c1C,3.6
O=C(NCc1ccccc1)NC(=O)c1ccc(Cl)cc1,25*
O=C(CSc1ccccc1)Nc1nnc(C2CC2)s1,5.3
CCCOc1ccc(CCc2n[nH]c(=S)n2-c2ccccc2)cc1,0.0
CCN(CC)c1ccc(Nc2nc(Cl)ncc2Br)cc1,0.1
COC(=O)c1ccc2nc(-c3ccc(F)cc3)c(Cc3ccccc3)n2c1,-1.6
COc1ccc(C(=O)N(CC2CCCO2)C(C(=O)NC2CCCC2)c2ccc(C)cc2)cc1OC (stereo not drawn),9.4
Cc1ccc(-c2csc(N(CCCN(C)C)C(=O)c3ccco3)n2)cc1,-0.9
CN(C(=S)Nc1ccc(SC(F)F)cc1)c1ccc(O)cc1,-1.2
COc1cc(C(=O)NCC(C)C)c([N+](=O)[O-])cc1OC,-1.9

The results go on:
SMILES,TTR transcr act
O=C(CC(=O)c1ccccc1)c1ccccc1,0.4
COc1ccc(-c2nnc(SCC(=O)Nc3cc(S(=O)(=O)N4CCCCC4)ccc3Cl)n2N)cc1,0.4
O=C(CSc1nncn1-c1cccnc1)N1CCOCC1,0.0
Cc1noc(C)c1NC(=O)Nc1ccc2c(c1)C(=O)N([C@H](C)CO)C[C@H](C)[C@@H](CN(C)C(=O)NC1CCCCC1)O2,5.6
COc1ccc(NC(=O)c2c(Cl)cnn2C)c(C)c1,0.5
CC(Nc1ccc(Cl)cc1)c1cc(Cl)ccc1O (stereo not drawn),-0.3
CCc1ccc(NC(=O)CSc2ccc(-c3ccco3)nn2)cc1,1.1
CCOC(=O)c1sc(NC(=O)CSc2nc(-c3ccco3)cc(C(F)(F)F)n2)c(C(=O)OC)c1C,1.9
O=C(Nc1cnccn1)C1c2ccccc2Oc2ccccc21,-0.8
CC1(C)SC(=S)N(/N=C/c2ccc(O)cc2)C1N(O)C(=O)Nc1ccc([N+](=O)[O-])cc1 (stereo not drawn),-4.3

Going on with the list.
SMILES,TTR transcr act
COc1ccc(CCN=C(N)NS(=O)(=O)c2cccs2)cc1OC,3.6
O=C(Nc1cccnc1)c1ccc(Cl)c(S(=O)(=O)N2CCCCC2)c1,-1.6
CN1CCN(c2nc(-c3ccc(Cl)cc3)cc(=O)[nH]2)CC1,-0.8
CCC(C)(C(=O)NC1CCCCC1)N(Cc1ccco1)C(=O)c1ccccn1 (stereo not drawn),2.9
COc1cccc(CNC(=O)C2CCN(S(=O)(=O)c3ccc4c(c3)C(C)(C)C(=O)N4C)CC2)c1,-2.1
CCNc1cccc2c1C(=O)N(C)C2=O,3.5
CCn1cc(C(=O)NCc2ccc3c(c2)OCO3)c2cc(OC)c(OC)cc2c1=O,5.7
N/C(=N\OC(=O)C(c1ccccc1)c1ccccc1)c1ccncc1,-1.4
COc1ccc(NC(=O)[C@H](CCS(C)(=O)=O)N2Cc3ccccc3C2=O)c(OC)c1,1.8
CCCCC(c1nnnn1CC1CCCO1)N1CCN(c2cccc(C)c2C)CC1 (stereo not drawn),-0.1

(next part)
SMILES,TTR transcr act
COc1ccc(-c2c(C(=O)c3ccccc3)[nH]c(N)c2C(=O)c2c[nH]c3ccccc23)cc1OC,0.9
Cc1cc(Cl)c2oc(C(=O)N3CCN(c4ccncc4)CC3)c(C)c2c1,-4.0
CCOC(=O)c1c(NC(=O)c2ccncc2)sc(C)c1C,2.9
CCC(C)NC(=O)CCn1ccc2cc(S(=O)(=O)N3CCCC3)ccc21 (stereo not drawn),0.7
COc1ccccc1Cn1nc(C(=O)O)c2ccccc2c1=O,2.5
Cc1cccnc1NC(=O)CNC(=O)c1ccccc1,0.7
O=C(COC(=O)/C=C/c1ccccc1)Nc1cc(C(F)(F)F)ccc1N1CCOCC1,0.6
Cc1ccc(-n2nc3c(c2NC(=O)c2ccc(Br)o2)CSC3)c(C)c1,-1.7
Cc1cc(-c2n[nH]c(=S)n2/N=C/c2cc([N+](=O)[O-])ccc2Cl)n[nH]1,2.1
O=C(Nc1cccc(-c2cscn2)c1)C1CCN(Cc2ccccn2)CC1,2.6

Remaining list, next part.
SMILES,TTR transcr act
CCOC(=O)/C(=N/Nc1ccccc1)Sc1nnnn1-c1ccc(C)cc1,-2.4
CC1(C(=O)Nc2ccc3ccccc3c2)CCC(=O)N1CCOc1ccccc1 (stereo not drawn),-3.1
Cc1cc(C(=O)N2CCC2(C)C(=O)Nc2ccc3[nH]ncc3c2)nn1C (stereo not drawn),-1.8
O=C(Cn1cnc2ccccc2c1=O)c1ccc(OC(F)F)cc1,1.6
O=[N+]([O-])c1ccc(NCc2ccccn2)nc1,0.4
Cc1nc2nc(CCc3ccccc3)nn2c(C)c1Cl,-0.5
CN(C(=O)c1cccc(NC(=O)Cc2ccc(NC(=O)C3CCCN(C(=O)CCc4ccccc4)C3)cc2)c1)C1CC1 (stereo not drawn),-2.6
CC(C)(C)Nc1nc2nonc2nc1NC(C)(C)C,-1.6
CC(C(C(=O)N1CCCCC1)N1CCCCC1)N1CCCCC1 (stereo not drawn),4.3
COc1ccc(CC(=O)NCCCc2ccccc2)cc1OC,-1.7

Following part:
SMILES,TTR transcr act
Nc1ccccc1-c1nnc(-c2ccc(-c3ccccc3)cc2)o1,-1.9
CCN(CCNC(=O)c1cc(C)nn1-c1ccccc1)c1ccccc1,0.1
CN1CCN(C(=O)c2ccc3c(=O)n(Cc4ccco4)c(=S)[nH]c3c2)CC1,0.2
Cc1ccc(CON=C2CCN(c3ncc(C(F)(F)F)cc3Cl)CC2)cc1,-1.9
Brc1ccc(CSc2ccc3nnc(-c4ccccn4)n3n2)cc1,-0.1
CCc1cccc(C)c1NC(=O)CO/N=C(\C)c1cc2ccccc2o1,0.2
CC1=NNC(=O)/C1=C\c1cn(-c2ccccc2)nc1-c1cccs1,-7.0
C=CCNC(=S)NNC(=O)C(CC(C)C)CC(C)O (stereo not drawn),3.3
O=C(NCCc1cccs1)C1CCC(=O)N(CCc2cccc(F)c2)C1 (stereo not drawn),-0.3
CCn1c(=O)cc(SCC(=O)Nc2ccc3c(c2)OCCO3)c2ccccc21,-1.0

Further results:
molecule	TTR transcr act
O=c1[nH]c(NNC(=S)NCc2ccccc2)nc2c1C1(CCCCC1)Cc1ccccc1-2	1.6
COC(=O)[C@@H]1C[C@H]2CC[C@H](O)C[C@H]2N1Cc1ccc(C(C)(C)C)cc1	-2.5
Cc1ccc(S(=O)(=O)N(C)c2c(C)ccc(S(=O)(=O)Nc3ccncc3)c2C)cc1	4.3
O=C1CC(c2ccc3c(c2)OCO3)N=C2N(CC3CC3)C/C(=C/c3ccccc3)N12 (stereo not drawn)	-0.3
CC(=O)N1CCN(c2ccc(NC(=O)c3ccco3)cc2)CC1	1.2
Cc1cccc(C)c1NC(=O)C(c1ccccc1)n1c(-c2ccccc2)nc2ccccc21 (stereo not drawn)	-0.7
CCOC(=O)C=Nc1c(N)n(C)c(=O)n(C)c1=O	1.8
COc1ccc(N2CCN(Cc3nc4c(c(=O)[nH]c(=O)n4C)n3Cc3cccc(Cl)c3)CC2)cc1	-0.4
O=C(CSCc1ccc([N+](=O)[O-])cc1)Nc1cccc(C(=O)Nc2ccccc2C(=O)O)c1	-0.5
O=C(N/N=C/c1ccc([N+](=O)[O-])cc1)c1cccs1	3.6
O=C(CN[C@@H](Cc1c[nH]c2ccccc12)C(=O)NCCc1c[nH]c2ccccc12)NC1CCCCC1	-1.2
COc1ccccc1CNC(=O)CCS(=O)(=O)c1ccc2c(c1)CCCN2C(C)=O	-0.5
CS(=O)(=O)c1cc(C(=O)O)cc(NCc2ccccc2)c1Oc1ccccc1	1.1
C=Cc1cccc(NC(=O)COc2ccccc2)c1	0.1
COc1ccc(N(Cc2ccc(N(C)C)cc2)C(=O)c2ccc(S(C)(=O)=O)cc2)cc1	2.6
O=c1c2ccccc2cnn1Cc1n[nH]c(=S)n1-c1ccccc1Cl	1.1
COc1ccc(OC(C)C(=O)Nc2ccc([N+](=O)[O-])cc2)cc1 (stereo not drawn)	-1.3
Cn1cc(/C=N/NC(=O)c2cc3cc(Br)ccc3o2)c2ccccc21	-0.1
N#Cc1cccc(NC(=O)Cn2c3[n+](c4ccc(C(F)(F)F)cc42)CCCCC3)c1	2.8
Cc1ccc2cc3cc(C(=O)NCc4ccc5c(c4)OCO5)oc3nc2c1	0.0
COc1ccc(NC(=O)CN2C(=O)CSC(C)C2=O)c(OC)c1 (stereo not drawn)	0.0
COc1ccc(NC(=O)C2CCN(C(=O)C3CC(=O)N(c4ccc(C)cc4)C3)CC2)c(OC)c1 (stereo not drawn)	1.9
COc1ccccc1/C=N/NC(=O)c1ccc(NC(=O)c2ccccc2Br)cc1	-2.1
NC(=O)N/N=C1\c2ccccc2-c2c(C(N)=O)cccc21	-0.1
O=C(NCCc1nccs1)C1CCC(=O)N(CCc2ccc(Cl)cc2)C1 (stereo not drawn)	0.7

New compounds follow.
molecule	TTR transcr act
Cc1cc(OCC(=O)N(Cc2ccco2)C2CCS(=O)(=O)C2)ccc1Cl (stereo not drawn)	4.0
CC(=O)Nc1cccc(CNCc2cccc(NC(C)=O)c2)c1	-1.3
COc1ccc(CNC(=O)C(C)OC(=O)C23CC4CC(CC(O)(C4)C2)C3)cc1 (stereo not drawn)	0.4
O=C(NCc1cccs1)c1cc2c(s1)CS(=O)(=O)C2	-0.6
O=C(Cc1cccs1)N1CCN(S(=O)(=O)c2ccc(F)c(F)c2)CC1	10*
N=C1C(c2ccccc2)=C(O)CN1c1ccccc1	0.5
Cc1cccc(/N=C/c2nc(-c3ccccc3Br)oc2O)n1	0.4
COC(=O)[C@@]12CCCCC=C1N(CCc1ccc(Cl)cc1)C(=O)[C@H]2CC(=O)NCC1CCCCC1	4.2
CCc1cc(=O)oc2cc(C)cc(OCC(=O)NCCCN3CCOCC3)c12	0.8
Cc1ccc(S(=O)(=O)N2CCC(C(=O)N[C@@H](C)C(=O)NCC3CCCO3)CC2)cc1 (stereo partly drawn)	-0.8

High-throughput results from PubChem BioAssay.
